Neddyl block: cullin neddylation inhibition. AID 651699. 0.58% of 360,000 active. TR-FRET cullin neddylation, biochemical. calls only at 25 µM; in the data active = inhibition above about 36%
Scp1 inh: Scp-1 (human) phosphatase inhibition | Recombinant Scp1, phosphopeptide, malachite green phosphate absorbance | 0.88% of 340,000 active | Q9GZU7 | inhibition, % at 20 µM;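 active = inhibition above about 50% at 20 µM, limit read from the data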;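 note: plate controls were DMSO wells with enzyme for no effect and wells lacking enzyme for full effect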
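System: truncated SCP-1 phosphatase (76-261aa); medium: Tris acetate buffer pH 5.5 with MgCl2 and Tween-20; incubation: 45 min room-temperature reaction, 5 min colour, 30 min stabiliser; compound: single 20 µM dose, 1% DMSO; reagent: Phosphorylated 17-residue peptide substrate; read-out: % inhibition at 20 µM; technique: colorimetric free-phosphate detection, absorbance 630 nm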
LMPTP inh: blocks human LMPTP phosphatase; recombinant LMPTP-A, OMFP fluorogenic substrate, fluorescence intensity; 0.22% of 360,000 active; inhibition, % at 20 µM;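 active = compounds that cut the enzyme signal by at least half of the control window in the single-dose screen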;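 note: plate controls were DMSO wells with enzyme plus substrate for no effect and substrate without enzyme for full effect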
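Buffer or medium: Bis-Tris pH 6.0, DTT, detergent; Assay system: LMPTP-A enzyme; Quantity: 0.625 nM enzyme; Detection: endpoint fluorescence intensity; Times: 50 min dark incubation at room temperature; Controls: substrate-only low control, DMSO enzyme-plus-substrate high control; Doses: single 20 µM dose; Read-out: percent inhibition versus substrate-only and uninhibited controls; Reagent: 400 µM OMFP.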
STEP block: blocks human striatal-enriched tyrosine phosphatase | AID 588621 | recombinant STEP, OMFP fluorogenic substrate, fluorescence | 0.25% of 360,000 active | inhibition, % at 20 µM;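 active = inhibition at 20 µM, scaled per plate between control wells, above about 37%, limit read from the data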;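 note: 0% = DMSO with enzyme and substrate and 100% = substrate only without enzyme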
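Material: STEP (striatal-enriched tyrosine phosphatase) enzyme, cell-free | Medium: 50 mM Bis-Tris pH 6.0 with 2.5 mM DTT and 0.005% Tween 20 | Read-out: Percent inhibition scaled to no-enzyme and uninhibited-enzyme controls, plate-pattern corrected | Signal: Fluorescence read at 480 nm ex / 540 nm em | Times: 20 min reaction, room temperature, in the dark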
SUMO1 PPI mod: modulators of human SUMO1-mediated protein-protein interactions; P63165; SUMO1 binding to a labelled peptide, TR-FRET, 1 h; inhibition, % at 20 µM; 0.33% of 360,000 active; AID 602429; in the data active = inhibition above about 37%
Rin1-Abl PPI inh: human Rin1-Abl interaction inhibition; P00519+Q13671; TR-FRET Rin1/Abl binding, biochemical; inhibition, % at 7.35 µM; 0.4% of 360,000 active; in the data active = inhibition above about 5%, passing the limit was not always enough
NadD block: inhibitors of Staphylococcus aureus NadD. purified NadD enzyme, colorimetric absorbance read-out. inhibition, % at 20 µM. 0.78% of 360,000 active. AID 602399; in the data active = inhibition above about 26%; note: some compounds past the cut are filed as inactive
Rpn11 block: inhibitors of human proteasome Rpn11; O00487; human 26S proteasome, Ub4-pepOG fluorescence polarization; 20S core pre-blocked with epoxomicin; calls only at 20 µM; 0.59% of 360,000 active;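 active = inhibition at 20 µM, scaled to each plate's controls, above about 33%, limit read from the data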
DNMT1 inh: DNMT1 (human) enzyme inhibition. 0.83% of 360,000 active. inhibition (reported as % activation of signal), % at 10 µM. DNMT1 molecular beacon, Hinp1I cleavage, fluorescence. P26358; in the data active = inhibition above about 50%
Target sequence (P26358 504-1616 limits assumed): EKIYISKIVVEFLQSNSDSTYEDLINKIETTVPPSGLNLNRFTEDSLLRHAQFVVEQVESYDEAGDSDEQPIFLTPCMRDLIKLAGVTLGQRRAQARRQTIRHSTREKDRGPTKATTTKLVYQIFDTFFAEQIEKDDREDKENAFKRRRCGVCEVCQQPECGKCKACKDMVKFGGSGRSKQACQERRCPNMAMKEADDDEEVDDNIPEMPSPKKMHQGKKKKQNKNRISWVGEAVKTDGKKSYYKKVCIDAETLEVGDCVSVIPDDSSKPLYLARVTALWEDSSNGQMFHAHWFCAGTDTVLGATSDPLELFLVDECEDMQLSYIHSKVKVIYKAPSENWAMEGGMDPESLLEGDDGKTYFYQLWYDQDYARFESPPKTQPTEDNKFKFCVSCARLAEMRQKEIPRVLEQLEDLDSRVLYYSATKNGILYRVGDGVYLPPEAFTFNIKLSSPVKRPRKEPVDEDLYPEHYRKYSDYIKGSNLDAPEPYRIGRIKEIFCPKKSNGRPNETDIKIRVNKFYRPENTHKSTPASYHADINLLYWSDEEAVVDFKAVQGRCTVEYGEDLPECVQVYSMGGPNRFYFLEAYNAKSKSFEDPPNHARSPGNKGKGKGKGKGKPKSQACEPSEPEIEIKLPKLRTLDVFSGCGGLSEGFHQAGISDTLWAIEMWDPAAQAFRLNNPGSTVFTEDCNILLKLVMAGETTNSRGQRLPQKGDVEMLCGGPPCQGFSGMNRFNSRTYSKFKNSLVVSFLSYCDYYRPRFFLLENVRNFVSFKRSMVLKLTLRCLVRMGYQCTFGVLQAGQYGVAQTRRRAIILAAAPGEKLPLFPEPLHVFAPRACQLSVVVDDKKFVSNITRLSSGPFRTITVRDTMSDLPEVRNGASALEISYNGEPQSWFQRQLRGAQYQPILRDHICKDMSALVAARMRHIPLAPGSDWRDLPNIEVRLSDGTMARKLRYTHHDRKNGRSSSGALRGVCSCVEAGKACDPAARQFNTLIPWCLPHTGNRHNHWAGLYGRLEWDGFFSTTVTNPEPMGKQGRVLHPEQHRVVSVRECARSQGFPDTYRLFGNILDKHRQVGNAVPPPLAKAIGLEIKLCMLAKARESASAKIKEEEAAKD
CSN deneddyl inh: blocks human CSN-mediated cullin deneddylation | 0.38% of 360,000 active | Purified CSN, SCF-Nedd8-OG deneddylation, fluorescence polarization | inhibition, % at 12.5 µM;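 active = pattern-corrected inhibition above about 35%, with an unprinted fluorescence ratio check between 0.5 and 1.5, limit read from the data, passing the limit was not always enough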;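 note: 0% = enzyme with substrate and 100% = substrate without enzyme; some results filed as inactive read as strong as hits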
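Test system: purified human Csn5 enzyme expressed in HEK293T cells. Amount: 0.24 nM enzyme. Reagent: SCFSkp2-Nedd8OG substrate at 10 nM final. Schedule: 90 min incubation of compound, enzyme and substrate at room temperature. Detection: fluorescence polarization. Read-out: % inhibition of substrate cleavage by Csn5.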
Numbers without * were called inactive; i = inactive; x = no result given; + = active, no number.

SMILES | Neddyl block | Scp1 inh | LMPTP inh | STEP block | SUMO1 PPI mod | Rin1-Abl PPI inh | NadD block | Rpn11 block | DNMT1 inh | CSN deneddyl inh
O=C(C1CCN(S(=O)(=O)c2ccc(Cl)cc2)CC1)N1CCC1 | i | -4 | -0.8 | -1 | -3 | -2 | -2 | i | 2 | 3
COc1ccc(C(=O)OCc2cc(=O)n3c(C)csc3n2)cc1F | i | -6 | -0.6 | -3 | 5 | 1 | -1 | i | 2 | -2
C=C(C)CNC(=S)N/N=C\c1ccc2c(c1)OCO2 | i | -4 | -0.7 | -3 | -8 | -4 | -4 | i | -3 | -3
CCOc1ccc(C2c3[nH]c4ccccc4c3C[C@H]3C(=O)N(C4CC4)CC(=O)N23)cc1OC (stereo not given in full) | i | -16 | -0.9 | 7 | 0 | 2 | 1 | i | -6 | -6
CCN(C(=O)COC(=O)c1ccccc1NCCO)C1CCS(=O)(=O)C1 (stereo not given) | x | -5 | -0.2 | -2 | 4 | 1 | -1 | i | 1 | 0
O=C(OCC(=O)c1ccc(Cl)cc1Cl)c1ccccn1 | i | -6 | -0.6 | -1 | -2 | 0 | -3 | i | 5 | -2
O=C(CCN1C(=O)c2ccccc2S1(=O)=O)N1CCN(c2ccc(F)cc2)CC1 | i | 12 | -1.3 | -2 | -7 | -1 | -3 | i | 2 | -1
Cc1ccc(S(=O)(=O)c2c(N)n(NC(=O)C3CC3)c3nc4ccccc4nc23)cc1 | x | -1 | -0.1 | -2 | -8 | -5 | 0 | i | -6 | 4
Cc1ccc(CNC(=O)C(C)OC(=O)c2ccco2)cc1 (stereo not given) | i | 0 | -2.2 | -1 | -1 | 1 | 0 | i | 4 | -4
COc1ccc(N(CC(=O)Nc2c(C)n(C)n(-c3ccccc3)c2=O)S(=O)(=O)c2ccc(C)cc2)cc1OC | i | -5 | -0.3 | -2 | 2 | 3 | -2 | i | 0 | -1
COc1ccc(C2=NO[C@@H]3[C@@H]4C[C@@H]([C@H]5C(=O)N(C)C(=O)[C@@H]45)[C@H]23)cc1 | i | -2 | -0.6 | 0 | -4 | -2 | -6 | i | 4 | -12
Cc1ccc(S(=O)(=O)N2CCCCC2)cc1NS(=O)(=O)c1cccc(C(=O)O)c1 | i | 22 | -1.6 | 1 | 3 | 3 | -5 | i | 8 | -4
CCOC(=O)N1CCC(NC(=O)CSCc2nc(-c3ccccc3Cl)oc2C)CC1 | i | 1 | -0.2 | 1 | 0 | 3 | -4 | i | -3 | -1
COc1ccc2oc(C(=O)OC(C)C(=O)N(C)c3ccccc3)c(C)c2c1 (stereo not given) | + | -2 | -0.2 | 6 | 1 | 0 | -7 | i | -2 | 4
O=C(NN(C(=O)c1ccccc1)c1cccs1)c1ccccc1 | i | -10 | -0.6 | 3 | 1 | 2 | 2 | i | -7 | 0
COC(=O)C(CCSC)NC(=O)c1cn(-c2ccc(OC)cc2)c(=O)c2ccccc12 (stereo not given) | i | 3 | -1.2 | 0 | -3 | 1 | 0 | i | 1 | 1
Oc1c(/C=N/c2ccccn2)sc2ccccc12 | i | -2 | 0.0 | -2 | -23 | 1 | -2 | i | -1 | 11
CCOc1ccc(C(=O)NCC(=O)NNC(=O)C2COc3ccccc3O2)cc1OCC (stereo not given) | i | -6 | -1.7 | 0 | 3 | 0 | -4 | i | -1 | -4
COc1ccc(-c2noc(CCCC(=O)NCc3ccco3)n2)cc1OC | i | 2 | 1.7 | -2 | 5 | 6 | -5 | i | -4 | 3
COc1ccc(-c2ccccc2)cc1NC(=O)c1ccncc1 | i | -11 | -0.3 | 4 | -2 | 1 | -6 | i | -6 | 1
COc1ccccc1OCCCCN1CCC(C)CC1 | i | -3 | -0.9 | 0 | -2 | 0 | -6 | i | 1 | -3
CCOC(=O)Cn1c(=N)n(Cc2ccccc2)c2ccccc21 | i | 1 | 0.0 | -2 | -5 | -2 | -7 | i | 2 | 2
Cc1cc(NC(=O)COc2coc(CN3CCN(c4ccccc4)CC3)cc2=O)no1 | i | 3 | 0.0 | 0 | -6 | -2 | 0 | i | 3 | 2
Cc1nc(Cc2nnc(SCC(=O)N3CCN(c4ccc(O)cc4)CC3)o2)cs1 | i | 4 | 7.3 | -1 | 15 | -2 | 1 | i | 4 | -3
Cc1noc(C)c1NC(=O)Nc1cccc2c1O[C@H](CN(C)S(=O)(=O)c1cccs1)[C@@H](C)CN([C@H](C)CO)C2=O | i | -2 | -0.8 | 0 | 3 | 3 | 6 | i | 7 | -5
(next part)
SMILES | Neddyl block | Scp1 inh | LMPTP inh | STEP block | SUMO1 PPI mod | Rin1-Abl PPI inh | NadD block | Rpn11 block | DNMT1 inh | CSN deneddyl inh
O=C(CN1CCCC1)Nc1ccccc1Sc1ccccc1 | i | -11 | -0.9 | -1 | 2 | -2 | 0 | i | 0 | -5
COc1ccc(OC)c(NC(=O)NC2CCCCCCC2)c1 | i | -13 | 1.4 | 1 | 2 | -3 | -3 | i | 0 | -3
COc1ccc(C(=O)c2ccc(N3CCOCC3)c([N+](=O)[O-])c2)cc1 | i | -8 | 1.2 | 2 | -24 | 0 | -2 | i | -4 | -1
CC(=O)c1sccc1NC(=O)c1ccccc1C(=O)O | i | 2 | -1.5 | -2 | -10 | -189 | -3 | i | 3 | 4
O=C(Nc1ccc(N2CCOCC2)cc1N1CCOCC1)c1ccc([N+](=O)[O-])cc1 | i | -2 | 0.6 | 2 | -24 | 3 | 5 | i | 1 | 74*
COc1ccccc1OC(C)C(=O)Nc1ccc2c(c1)n(C)c(=O)n2C (stereo not given) | i | -4 | -0.6 | 0 | 0 | -2 | -2 | i | 1 | -1
O=C1CCCN1CCCNc1ncnc2c1cnn2-c1ccc(Cl)cc1 | i | -9 | 0.1 | -2 | 4 | -1 | 3 | i | 1 | 1
OCCNCc1ccc(OCc2ccc(Cl)cc2Cl)cc1 | i | 1 | 1.4 | 0 | 4 | 0 | -3 | i | 4 | -5
CC(OC(=O)/C(C#N)=C/c1ccc(N(C)C)cc1)C(=O)N(C)c1ccccc1 (stereo not given) | i | x | 5.0 | -3 | -38 | -6 | -7 | x | -4 | 71*
COc1cccc(C(=O)N2CCN(C3CCN(Cc4ccccc4)CC3)CC2)c1OC | i | -7 | -3.4 | -3 | -1 | -2 | -5 | i | -2 | -1
CCc1ccccc1NC(=O)C1CCCN(S(=O)(=O)c2ccc3c(c2)CC(C)N3C(C)=O)C1 (stereo not given) | i | -2 | 0.0 | -2 | -2 | -1 | -4 | i | 2 | 2
Cc1nn(C)c(C)c1NC(=O)CC12CC3CC(CC(C3)C1)C2 | i | -1 | -3.0 | -2 | -3 | 1 | -1 | i | -4 | 8
NC(=O)c1ccc(NC(=O)CN2C(=O)NC(c3ccccc3)(c3ccccc3)C2=O)cc1 | i | -17 | 2.6 | -3 | 3 | -1 | -5 | i | -7 | 3
C#Cc1cccc(Nc2nc(NCc3ccccc3OC)nc3ccsc23)c1 | i | x | 12 | 0 | -4 | -4 | 12 | i | -13 | 7
COc1ccc2nc3oc(C(=O)Nc4ccc(OC)c(OC)c4)cc3cc2c1 | i | -10 | -1.9 | 0 | -1 | -3 | -6 | i | -6 | -4
Fc1ccc(-c2nnc(N3CCOCC3)c3ccccc23)cc1F | i | -7 | -0.5 | -3 | -1 | -2 | -3 | i | 0 | -2
CCOc1ccc(C(=O)c2ccncc2)cc1 | i | -5 | -1.7 | 0 | -6 | 1 | -7 | i | 2 | 2
CCOC(=O)/C(=C/c1c2ccccc2cc2ccccc12)NC(=O)c1ccccc1 | i | -23 | 1.9 | -2 | 1 | 0 | -7 | i | -5 | 3
Cc1[nH]c(=O)[nH]c(=O)c1S(=O)(=O)N1CCCC(C(=O)N2CCN(c3cccc(C(F)(F)F)c3)CC2)C1 (stereo not given) | i | -3 | 0.0 | -3 | -2 | 1 | 5 | i | 1 | 1
O=C1CN(C(=O)CC2C(=O)NCCN2Cc2ccccc2C(F)(F)F)CCN1 (stereo not given) | i | -2 | -1.5 | 4 | -3 | 1 | 2 | i | 0 | -1
C/C(=N\NC(=O)COc1ccc(C#N)cc1)c1ccc(N2CCOCC2)cc1 | i | -1 | 0.1 | 0 | -1 | -2 | 9 | i | -1 | 0

Given comma-delimited: entries from further up
canonical_smiles,Neddyl block,Scp1 inh,LMPTP inh,STEP block,SUMO1 PPI mod,Rin1-Abl PPI inh,NadD block,Rpn11 block,DNMT1 inh,CSN deneddyl inh
COc1ccccc1OCCCCN1CCC(C)CC1,i,-3,-0.9,0,-2,0,-6,i,1,-3
CCOC(=O)Cn1c(=N)n(Cc2ccccc2)c2ccccc21,i,1,0.0,-2,-5,-2,-7,i,2,2
Cc1cc(NC(=O)COc2coc(CN3CCN(c4ccccc4)CC3)cc2=O)no1,i,3,0.0,0,-6,-2,0,i,3,2
Cc1nc(Cc2nnc(SCC(=O)N3CCN(c4ccc(O)cc4)CC3)o2)cs1,i,4,7.3,-1,15,-2,1,i,4,-3
Cc1noc(C)c1NC(=O)Nc1cccc2c1O[C@H](CN(C)S(=O)(=O)c1cccs1)[C@@H](C)CN([C@H](C)CO)C2=O,i,-2,-0.8,0,3,3,6,i,7,-5
O=C(CN1CCCC1)Nc1ccccc1Sc1ccccc1,i,-11,-0.9,-1,2,-2,0,i,0,-5

Record cards, from the list above.
Listed for COc1ccccc1OC(C)C(=O)Nc1ccc2c(c1)n(C)c(=O)n2C (stereo not given) : Neddyl block: i; Scp1 inh: -4; LMPTP inh: -0.6; STEP block: 0; SUMO1 PPI mod: 0; Rin1-Abl PPI inh: -2; NadD block: -2; Rpn11 block: i; DNMT1 inh: 1; CSN deneddyl inh: -1
Listed for Cc1[nH]c(=O)[nH]c(=O)c1S(=O)(=O)N1CCCC(C(=O)N2CCN(c3cccc(C(F)(F)F)c3)CC2)C1 (stereo not given) : Neddyl block: i; Scp1 inh: -3; LMPTP inh: 0.0; STEP block: -3; SUMO1 PPI mod: -2; Rin1-Abl PPI inh: 1; NadD block: 5; Rpn11 block: i; DNMT1 inh: 1; CSN deneddyl inh: 1
Listed for O=C1CCCN1CCCNc1ncnc2c1cnn2-c1ccc(Cl)cc1 : Neddyl block: i; Scp1 inh: -9; LMPTP inh: 0.1; STEP block: -2; SUMO1 PPI mod: 4; Rin1-Abl PPI inh: -1; NadD block: 3; Rpn11 block: i; DNMT1 inh: 1; CSN deneddyl inh: 1

Source: PubChem (several laboratories)

This is a random part of the collection (roughly 3.8% active in at least one column).
